# Myeloid diff MLP: promotes myeloid progenitor differentiation; ER-HoxA9 myeloid progenitors, lysozyme-GFP differentiation, flow cytometry; calls only at 10 µM; 360,000 compounds, 1% hits;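 active means normalized GFP-positive differentiation at or above the plate's own cutoff, the solvent-only control mean plus 3 SD; inconclusive means no clear call, values can overlap the other calls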;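 further: cells exposed to compound for four days before flow analysis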
# Myeloid diff MLP GFP+ MAC1+ %: also measured in Myeloid diff MLP; calls as there; GFP+ MAC1+ double positive, %; measured here: differentiation confirmed by MAC1 staining
# Starred values were filed as active, the others as inactive; i = inactive; ? = inconclusive; · = not tested or not shown. Only part of the results is shown; the hit share may differ from the screen's.
SMILES,Myeloid diff MLP,Myeloid diff MLP GFP+ MAC1+ %
CCc1nc2ccc(C(=O)N3CCN(C(=O)c4ccco4)CC3)cn2c1N(C)Cc1cccs1,i,0.8
CCc1nc2ccc(C(=O)N3CCN(S(=O)(=O)CC)CC3)cn2c1N(CCC(C)C)CCN(C)C,i,1.6
Cn1c(=O)c2c(-c3ccccc3)n(-c3ccccc3Br)cc2n(C)c1=O,i,0.9
Cc1cc(C)c(S(=O)(=O)N2C[C@H]3CON(C)[C@H]3C[C@H]2c2ccc(N3CCCCC3)cc2)c(C)c1,i,0.7
COC(=O)[C@]12CCCCC=C1N(Cc1ccco1)C(=O)[C@H](CC(=O)N1CCN(C(=O)C3CC3)CC1)C2,i,0.5
CC(=O)OC[C@]12CC[C@H]3[C@@](C)(CC[C@H]4C(C)(C)CCC[C@]34C)[C@@H]1CC(C1=CC(=O)OC1O)O2 (stereo partly specified),i,13
O=C(/C=C/[C@H]1O[C@@H](n2cnc3c(NC(=O)c4ccccc4)ncnc32)[C@H](O)[C@@H]1O)N[C@@H](CO)Cc1c[nH]c2ccccc12,i,0.1
CC(O)(c1cccc(F)c1)c1nc(-c2cccc(C(F)(F)F)c2)cs1 (stereo unspecified),i,1.2
Cc1cccc(C2CC(c3ccccc3)=NN2c2ccc(S(N)(=O)=O)cc2)c1 (stereo unspecified),i,1.0
COCCNc1nc(Oc2cccc(F)c2)c2sccc2n1,?,·
COc1cncc(-c2cnc3sc(NCCc4ccccn4)nn23)c1,i,0.7
CC1(C(=O)NS(=O)(=O)c2cccc(OC(F)F)c2)CCN1C(=O)CCc1cccs1 (stereo unspecified),i,0.3
CCCCN(C=O)c1c(CC)nc2ccc(C(=O)N3CCN(c4ccccc4)CC3)cn12,i,1.5
COC(=O)[C@@]12C[C@@H](CC(=O)NCC34CC5CC(CC(C5)C3)C4)C(=O)N(Cc3cccc4ccccc34)C1=CCC(C)(C)C2,i,1.5
CC1(C(=O)NS(=O)(=O)c2ccc(C#N)cc2)CCN1C(=O)Cc1cccc2ccccc12 (stereo unspecified),i,1.4
Cc1noc(C)c1S(=O)(=O)NC(=O)C1(C)CCN1C(=O)c1ccc(C2CCCCC2)cc1 (stereo unspecified),i,0.5
COC(=O)[C@]12CCCCC=C1N(CCc1ccc(OC)c(OC)c1)C(=O)[C@H](CC(=O)NCCC(C)C)C2,i,3.0
Cc1cc2nc(-c3ccco3)c(Cc3cccc(Cl)c3)n2c(C)c1Br,i,1.1
CSCCC(c1nc2ccccc2[nH]1)n1c(=O)c(-c2ccco2)nc2ccccc21 (stereo unspecified),i,1.4
CCOc1ccc(CCN2C(=O)C(=O)N([C@@H](Cc3ccccc3)CN3CCC[C@H]3CN3C(=O)C(=O)NC[C@@H]3Cc3ccc(O)cc3)C[C@@H]2CC(C)C)cc1,i,0.5
c1ccc(-c2cc3nc(NCc4ccc5c(c4)OCO5)ccn3n2)cc1,i,0.4
CCOC1=C2CN(S(=O)(=O)c3ccc(C)cc3)[C@H](c3cccc4ccccc34)C[C@H]2C(C#N)(C#N)C(C#N)(C#N)C1,?,·
Nc1cccc(-c2cncc(N3CCN(Cc4ccccn4)CC3)n2)c1,i,0.8
CC(C)(C(=O)N1CCC1(C)C(=O)NC1Cc2ccccc2C1)c1ccccc1 (stereo unspecified),i,1.5
CCOC(=O)C1=CCN(S(=O)(=O)c2ccc(Cl)cc2)C1c1ccc(C)cc1 (stereo unspecified),i,0.3
CN(C)C(=O)c1cccc(-c2cc(NC=O)c3ncc(-c4ccc(F)cc4)n3c2)c1,i,1.3
CC(C)(C)c1ccc(C(=O)N2CCC2(C)C(=O)Nc2cccc3ncccc23)cc1 (stereo unspecified),i,1.0
COc1cc(NC(=O)c2cccc3c(-c4cccnc4)coc23)cc(OC)c1OC,i,1.7
O=C(Nc1ccc(OC(F)(F)F)cc1)N1CCc2nc(NCc3cccc(Oc4ccccc4)c3)ncc2C1,i,1.9
CCc1nc2ccc(C(=O)NCCCn3ccnc3)cn2c1N(C)Cc1nccs1,i,0.7
CC1(C(=O)Nc2ccc3[nH]ncc3c2)CCN1C(=O)Cc1ccc(-c2ccccc2)cc1 (stereo unspecified),i,0.9
CCCc1nc2ccc(Cl)cn2c1Cc1ccsc1,i,1.1
CC(=O)c1cccc(-c2ccnc3c2CC(C(=O)Nc2ccc(F)c(Cl)c2)O3)c1 (stereo unspecified),i,0.5
CCc1nc2ccc(C(=O)N3CCN(C(=O)c4ccco4)CC3)cn2c1N(CC)CCOC,i,1.2
CCC(C(=O)NC1CCCC1)n1c(-c2ccncc2)nc2ccccc21 (stereo unspecified),i,3.1
CC(C)NC(=O)C1Cc2c(-c3ccc(Cl)cc3)ccnc2O1 (stereo unspecified),i,1.7
COc1ccc(S(=O)(=O)NC(=O)C2(C)CCN2C(=O)Cc2ccccc2Cl)cc1 (stereo unspecified),i,1.6
OC[C@@H]1CN(Cc2ccc(-c3ccccc3)cc2)C[C@H](n2cnc3c(NC4CCC4)ncnc32)O1,i,1.3
COC(=O)C1(C(=O)OC)c2ccccc2CN(S(=O)(=O)c2ccc(C)cc2)C1CC(C)=O (stereo unspecified),i,2.9
Cc1c(P(=S)(c2ccccc2)c2ccccc2)[n+]2ccccc2n1CCc1ccccc1,i,0.6

# Filtered by structure, those above containing a thiophene ring, fused or not (4)
SMILES,Myeloid diff MLP,Myeloid diff MLP GFP+ MAC1+ %
CCc1nc2ccc(C(=O)N3CCN(C(=O)c4ccco4)CC3)cn2c1N(C)Cc1cccs1,i,0.8
COCCNc1nc(Oc2cccc(F)c2)c2sccc2n1,?,·
CC1(C(=O)NS(=O)(=O)c2cccc(OC(F)F)c2)CCN1C(=O)CCc1cccs1 (stereo unspecified),i,0.3
CCCc1nc2ccc(Cl)cn2c1Cc1ccsc1,i,1.1

# Remaining list, next part.
SMILES,Myeloid diff MLP,Myeloid diff MLP GFP+ MAC1+ %
O=c1[nH]c(=S)[nH]c2c1[C@H](C1CC1)O[C@H](CCc1ccccc1)C2,i,1.1
COc1ccc(-c2cc(CNc3nc4cc(-c5ccccc5C)sc4c(=O)n3C)on2)cc1,i,0.8
COc1ccc(C(O)c2ncc(-c3ccccc3OC)[nH]2)cc1F (stereo unspecified),i,0.8
COc1ccc(CC(N)c2csc(NC(=O)NCc3ccccc3)n2)cc1 (stereo unspecified),i,1.2
COc1ccc(-c2cc(C(=O)N/N=C/c3cc(OC)c(OC)cc3OC)c3ccccc3n2)cc1,i,0.3
CCC(c1nnnn1-c1ccc2c(c1)OCCO2)N1CCN(c2ccc(C)cc2)CC1 (stereo unspecified),i,1.1
Clc1ccc(-c2nc3c4ccccc4ccn3c2Cc2ccsc2)cc1,i,0.8
Nc1ncnc2c1ncn2[C@@H]1O[C@H](C(=O)NS(=O)(=O)c2ccccc2[N+](=O)[O-])[C@@H](O)[C@H]1O,i,0.8
CCCN(CC1CC1)c1cc2c(c3c1ccn3C)C1CCC2O1 (stereo unspecified),i,1.0
O=C(NC1CCCC1)C1c2ccccc2OCC(=O)N1Cc1ccc2c(c1)OCO2 (stereo unspecified),i,1.2
Cc1ccccc1-c1cc2c(c3c1ccn3C)C1CCC2C1 (stereo unspecified),i,1.7
O=C(NCc1ccccn1)[C@@H]1CCCN1C(=O)[C@@H]1CCCN1C(=O)c1ccccc1,i,1.4
Cn1c(NCc2ccc3occc3c2)nc2cc(-c3ccc(F)cc3)sc2c1=O,i,0.8
O=c1[nH][nH]c2c1[C@H](c1ccc(F)cc1)O[C@H](CCc1ccccc1)C2,i,0.7
CCOC(=O)[C@]12CCCC=C1N(Cc1ccc(Cl)cc1Cl)C(=O)[C@H](CC(=O)NCCCCc1ccccc1)C2,i,0.6
CCCCn1nnnc1C(c1cc2ccccc2o1)N1CCN(c2c(C)cccc2C)CC1 (stereo unspecified),i,1.9
CC1(C(=O)NS(=O)(=O)C2CC2)CCN(C(=O)c2cc3ccccc3s2)C1 (stereo unspecified),i,1.2
CN(C)Cc1csc(Nc2ccc(C(=O)c3ccccc3)cc2)n1,i,1.0
COC(=O)/C=C1\OCc2cc(OC)c(OC)cc21,i,1.3
O=C(OC1CC2CC1[C@H]1CCCCN1C2=O)N1CCN(C(=O)c2ccccc2)CC1 (stereo partly specified),i,1.3

# Single values from the list:
# Entry for `Clc1ccc(-c2nc3c4ccccc4ccn3c2Cc2ccsc2)cc1` under Myeloid diff MLP GFP+ MAC1+ %: 0.8
# Entry for `COc1ccc(CC(N)c2csc(NC(=O)NCc3ccccc3)n2)cc1` (stereo unspecified) under Myeloid diff MLP GFP+ MAC1+ %: 1.2

# Following part
SMILES,Myeloid diff MLP,Myeloid diff MLP GFP+ MAC1+ %
COCc1cccc(-c2csc(C(O)c3ccc(F)c(OC)c3)n2)c1 (stereo unspecified),i,1.2
O=C(c1cc(C2CCCCN2S(=O)(=O)c2ccc(F)cc2F)on1)N1CCOCC1 (stereo unspecified),i,1.1
CC(C)(C)OC(=O)N1CCCN(C(c2cc3ccccc3o2)c2nnnn2C(C)(C)C)CC1 (stereo unspecified),i,1.4
CC(=O)Nc1c(C#N)c(-c2ccccc2)c(C#N)c(=O)n1-c1ccc(C)cc1,i,1.2
Fc1cccc(Cc2c(-c3ccc(Cl)cc3)nc3ccc(Cl)cn23)c1,?,·
O=C(O)C1CCC2CCCC21 (stereo unspecified),i,0.9
O=C(Nc1nnc([C@@H]2C[C@H](O)[C@@H](CO)O2)s1)Nc1ccc(F)cc1F,i,0.8
CC(=O)C(=Cc1cccc(C#N)c1)C(=O)c1ccccc1,i,1.5
CC1=C(C(=O)N2CCCCCC2)CC(CC(=O)NCc2cccs2)C(=O)N1CCC1=CCCCC1 (stereo unspecified),i,1.2
CC1(C(=O)N2CCCCC2)CCN1C(=O)c1ccccc1CCc1ccccc1 (stereo unspecified),i,0.1
COCCNC(=O)C1CCCN(C(=O)c2cc(C)n(C(C)(C)C)n2)CC1 (stereo unspecified),i,0.7
CCOC(=O)[C@]12CCC=C1N(Cc1cccc3ccccc13)C(=O)[C@H](CC(=O)NCCCOC)C2,i,1.3
CC(C)C(N)c1csc(NC(=O)Nc2cccc(C(F)(F)F)c2)n1 (stereo unspecified),i,0.7
CC(=O)Nc1ccc(NC(=O)c2csc([C@@H]3O[C@H](CO)[C@H](O)[C@H](O)[C@H]3O)n2)cc1,i,0.8
COc1cccc(C(O)c2ncc(-c3ccc(C(F)(F)F)cc3)[nH]2)c1 (stereo unspecified),i,0.8
CCCNC(=O)C1(C)CCCN(C(=O)c2cccc(Cl)c2)C1 (stereo unspecified),i,1.4
CCOC(=O)C1=C[C@@H](C(C)(C)C)N(S(=O)(=O)c2ccc([N+](=O)[O-])cc2)[C@H]1c1ccccc1,i,1.6
Oc1ccc(F)c(CN2CCN(c3ncc(Cc4ccccc4)cn3)CC2)c1,i,1.2
CC(C)N1CCC1(C)C(=O)Nc1ccc2cn[nH]c2c1 (stereo unspecified),i,1.4
COc1cc(OC)cc(C2=Cc3ccccc3C(CC(=O)c3ccco3)N2c2ccc(-c3cccnc3)cc2)c1 (stereo unspecified),i,1.0
OC(c1ccc(Cl)cc1)c1ncc(-c2cccc(C(F)(F)F)c2)[nH]1 (stereo unspecified),i,2.5
CC1(C(=O)NS(=O)(=O)c2cccc(F)c2)CCN1C(=O)C1CCCCC1 (stereo unspecified),i,1.4
CCOC1=C2CN(S(=O)(=O)c3ccc(C)cc3)CC[C@@H]2N(S(=O)(=O)c2ccc(C)cc2)[C@H](c2ccccc2)C1,i,1.6
CN1OC[C@@H]2CN(C(=O)C(C)(C)C)[C@H](c3ccc(-c4cccnc4)cc3)C[C@@H]21,i,1.1

# Among those listed so far, these contain a CF3 group:
SMILES,Myeloid diff MLP,Myeloid diff MLP GFP+ MAC1+ %
CC(O)(c1cccc(F)c1)c1nc(-c2cccc(C(F)(F)F)c2)cs1 (stereo unspecified),i,1.2
O=C(Nc1ccc(OC(F)(F)F)cc1)N1CCc2nc(NCc3cccc(Oc4ccccc4)c3)ncc2C1,i,1.9
CC(C)C(N)c1csc(NC(=O)Nc2cccc(C(F)(F)F)c2)n1 (stereo unspecified),i,0.7
COc1cccc(C(O)c2ncc(-c3ccc(C(F)(F)F)cc3)[nH]2)c1 (stereo unspecified),i,0.8
OC(c1ccc(Cl)cc1)c1ncc(-c2cccc(C(F)(F)F)c2)[nH]1 (stereo unspecified),i,2.5

# 3 compounds out of the list, ordered by number of heavy atoms, smallest number first:
SMILES,Myeloid diff MLP,Myeloid diff MLP GFP+ MAC1+ %
CC(C)N1CCC1(C)C(=O)Nc1ccc2cn[nH]c2c1 (stereo unspecified),i,1.4
CN1OC[C@@H]2CN(C(=O)C(C)(C)C)[C@H](c3ccc(-c4cccnc4)cc3)C[C@@H]21,i,1.1
COc1cc(OC)cc(C2=Cc3ccccc3C(CC(=O)c3ccco3)N2c2ccc(-c3cccnc3)cc2)c1 (stereo unspecified),i,1.0

# Assay outcomes: PubChem, NMMLSC
